High-throughput results deposited in PubChem BioAssay by Sanford-Burnham Center for Chemical Genomics.
Rat MKP-3 inhibitors: inhibition of rat DUSP6 enzyme activity – biochemical, in vitro, primary screen (AID 425); recombinant MKP-3 phosphatase activity, fluorescence; higher % means a stronger effect; inhibition, % at 20 µM, or IC50 in µM where a hit was titrated; actives 0.17% (n = 110,000); in the data active means inhibition above about 50%;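 further: plate controls were vehicle for no effect and reference inhibitor for full effect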
Hsp70 inhibitors: Hsp70 inhibitors, probe displacement, primary screen, biochemical, fluorescence polarization (AID 583); Hsp70 fluorescence polarization probe displacement, mP; higher % means a stronger effect; displacement, % at 20 µM, or IC50 in µM where a hit was titrated; actives 0.06% (n = 140,000); in the data active means displacement above about 50%;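 further: plate controls were vehicle for no effect and reference ligand for full effect; a part of the inactive calls stands beside numbers as strong as those of hits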
Starred values were filed as active, the others as inactive; . = not tested or not shown; & = joins results of further samples. An excerpt; count on the stated rates, not on these rows.

A first look (six entries):
SMILES	Rat MKP-3 inhibitors	Hsp70 inhibitors
CCOC(=O)c1cc(-c2ccc3c(c2)OCO3)nc2onc(C)c12	-8.4%	-6.4%
CC1(C)CC(=O)N(CC(=O)O)c2ccccc2S1(=O)=O	-9.3%	-2.3%
CSc1oc(-c2ccco2)nc1S(=O)(=O)c1ccccc1	-12.6%	-4.5%
COc1ccc(-c2ccc(/C=C3/C(=O)NN(c4ccc(C)c(Cl)c4)C3=O)o2)c([N+](=O)[O-])c1	-1.9%	0.0%
COc1ccccc1N1C(=O)NC(=O)/C(=C\c2cc3ccccc3n2C)C1=O	9.1%	-28.3%
O=C1N/C(=N\N=C\c2ccccc2O)SC1Cc1ccc(Br)cc1 (centres undefined)	2.1%	-1.0%

Main list, from the first entry:
SMILES	Rat MKP-3 inhibitors	Hsp70 inhibitors
CCOC(=O)c1cc(-c2ccc3c(c2)OCO3)nc2onc(C)c12	-8.4%	-6.4%
CC1(C)CC(=O)N(CC(=O)O)c2ccccc2S1(=O)=O	-9.3%	-2.3%
CSc1oc(-c2ccco2)nc1S(=O)(=O)c1ccccc1	-12.6%	-4.5%
COc1ccc(-c2ccc(/C=C3/C(=O)NN(c4ccc(C)c(Cl)c4)C3=O)o2)c([N+](=O)[O-])c1	-1.9%	0.0%
COc1ccccc1N1C(=O)NC(=O)/C(=C\c2cc3ccccc3n2C)C1=O	9.1%	-28.3%
O=C1N/C(=N\N=C\c2ccccc2O)SC1Cc1ccc(Br)cc1 (centres undefined)	2.1%	-1.0%
O=C(CCNC(=O)c1ccc(Br)o1)NCc1ccccn1	2.6%	-0.2%
COc1ccc(NC2CC(=O)N(c3ccccc3)C2=O)cc1 (centres undefined)	-16.6%&0.0%	4.4%&2.1%
O=C1S/C(=C\c2cccc(Cl)c2)C(=O)N1Cc1ccccc1	1.9%	3.7%
O=C(CCc1n[nH]c(=O)[nH]c1=O)N1CCCCC1	2.7%	2.5%
CCOC(=O)c1c(C)n(CCNC(C)=O)c2ccc(O)cc12	.	12.1%
COc1cc2c(C(=O)N3CCN(Cc4ccc5c(c4)OCO5)CC3)cn(C)c(=O)c2cc1OC	7.5%	.
Brc1ccccc1CN1CCN(Cc2ccccn2)CC1	1.1%	-0.4%
CCn1c2ccccc2c2nnc(SCCCn3c(=O)[nH]c4ccccc43)nc21	4.5%	1.7%
Cc1cc(=O)oc(C)c1C(=O)NCCCN1CCN(c2ccccc2F)CC1	2.1%	2.5%
CC(C)Nc1ncnc2c1cnn2-c1ccccc1	-0.9%	1.0%
CCOC(=O)c1ccccc1NS(=O)(=O)c1ccc(OC)cc1	-0.7%	2.1%&6.7%
CC(=O)c1ccc(N2C(=O)c3ccc(-c4nc5ccccc5c(=O)o4)cc3C2=O)cc1	-4.6%	-5.3%
O=S(=O)(NCCc1ccccc1F)c1cccc(S(=O)(=O)N2CCOCC2)c1	-0.8%	-2.3%
CC(=O)c1cccc(NC(=O)CN2C(=O)C3C4C=CC(C4)C3C2=O)c1 (centres undefined)	-11.8%	11.4%
CCN(CC)S(=O)(=O)c1ccc(NC(=O)c2cccc(C)c2)cc1	2.5%	1.9%
COc1ccccc1C/C(N)=N/OC(=O)COc1ccc(C)cc1C	0.5%	-0.3%
O=c1oc(-c2cccc(S(=O)(=O)N3CCOCC3)c2)nc2ccccc12	-6.7%	-3.1%
O=C(O)c1ccc(C(=O)c2ccc3c(c2)C(=O)N(Cc2ccco2)C3=O)cc1	-6.4%	-1.1%
Cc1cc(NC(=O)CCC(=O)N(c2ccccc2)C(C(=O)NC2CCCC2)c2cccs2)no1 (centres undefined)	3.7%	4.5%

Further compounds.
SMILES	Rat MKP-3 inhibitors	Hsp70 inhibitors
CC1=C(C)NC(=S)SC1	-3.4%	1.7%
CCCOC(=O)c1c(NC(=O)C2C3CCC(C3)C2C(=O)O)sc2c1CCC(C)C2 (centres undefined)	-0.2%	-4.6%
CCn1c(SCC(=O)N2CCN(c3ccccc3)CC2)nnc1-c1cc2cc(Cl)ccc2o1	-13.7%	-5.8%
Cc1cc(C(=O)NCc2ccc(S(N)(=O)=O)cc2)c(C)o1	1.6%	-1.3%
COc1cc(OC)cc(C(=O)O/N=C2/C(=O)N(C)c3ccccc32)c1	2.4%	-2.7%
S=c1[nH]ncn1/N=C/c1ccccc1	4.7%	5.5%
CC(NC(=O)c1ccccc1NS(C)(=O)=O)c1ccccc1 (centres undefined)	-13.0%	0.6%
CCCN1CCC(N2CCN(c3cccc(C(F)(F)F)c3)CC2)CC1	-3.2%	0.3%
O=S(=O)(Nc1ccc2oc(-c3cc(Br)ccc3Cl)nc2c1)c1ccccc1	3.0%	-3.6%
Cc1ccc(/C=C/C(=O)N2CCN(C/C=C/c3ccccc3)CC2)o1	5.7%	3.6%
CC(=O)CC(=O)NCCc1ccccc1	-3.2%	1.4%
COc1ccc(C(=O)Nn2cc3c(c2-c2ccccc2)c(=O)n(C)c(=O)n3C)cc1	-6.6%	1.4%
Cc1cccc(/C(N)=N/OC(=O)CCc2ccccc2)c1	4.5%	-1.6%
Cc1cc2ncn(C(=O)c3ccc([N+](=O)[O-])c(C)c3)c2cc1C	4.5%	-0.7%
CCOC(=O)c1ccc2c(c1)C1C=CCC1C(c1ccc(F)cc1)N2 (centres undefined)	0.7%	-1.4%
COc1ccc(C(NC(=O)Cc2ccccc2)c2c(OC(C)=O)ccc3ccccc23)cc1OC (centres undefined)	2.0%	-0.4%
CCc1ccc(NC(=O)CN2CCc3ccccc3C2)cc1	.	-6.4%
O=C(NCC1CCCO1)c1ccc2c(=O)n(Cc3ccco3)c(SCC(=O)N3CCCC3)nc2c1 (centres undefined)	.	-4.3%
O=C(N1CCCCC1)C12CC3CC(C1)CC(C(=O)N1CCCCC1)(C3)C2	3.5%	3.9%
COC(=O)c1nc(NC(=O)c2ccc(Br)cc2)n[nH]1	.	2.4%
O=C(c1ccc2c(c1)C(=O)N(CCCO)C2=O)c1ccc2c(c1)C(=O)N(CCCO)C2=O	2.1%	7.2%
CC(C)=CCC/C(C)=C/C1OCC(C)O1 (centres undefined)	1.1%	4.0%
O=C(Cc1cccs1)NNC(=O)c1cccc(Cl)c1	0.7%	-1.5%
CC(=O)Nc1ccc2c(c1)C(=O)N(c1ccc(C)cc1)C2=O	.	5.1%
CCOC(=O)C1=C(C)OC(N)=C(C#N)C1C1CCCCC1 (centres undefined)	-10.2%	-4.1%

(cont.)
SMILES	Rat MKP-3 inhibitors	Hsp70 inhibitors
Cc1ccc(-c2ccc(OCC(=O)NCCc3ccccc3)cc2)cc1	2.0%	5.1%
N#Cc1ccccc1NC(=O)Nc1cccc(Cl)c1	-11.5%&-7.2%	7.7%
CN(CC(=O)NCc1cccs1)S(=O)(=O)c1cccc2cccnc12	-5.3%	-0.2%
COc1ccc(CCNc2oc(-c3ccc(C)cc3)nc2C#N)cc1OC	1.5%	-5.1%
CC1(C)CC(=O)C(C=NCCN2CCN(C(=O)CC3CCCC3)CC2)=C(O)C1	-6.0%&0.0%	7.3%&-1.7%
O=c1n(-c2ccccc2)c(=O)n2n1CCCC2	-6.6%	5.7%
COc1ccc(/C=C/C(=O)NNc2c(F)c(F)cc(F)c2F)cc1OC	.	-0.9%
CCCCC(=O)Nc1cccc(NC(=O)CC)c1	4.6%	0.3%
COc1ccccc1-c1nc2n(n1)C(c1ccc(Cl)cc1)C(C(N)=O)=C(C)N2 (centres undefined)	1.4%	-1.4%
CCOC(=O)c1cnc(SCC(=O)c2ccc(C)cc2)nc1N	.	4.1%
CC(C)CN(CC(C)C)S(=O)(=O)N1CCC(C(=O)NCc2ccc(F)cc2)CC1	7.0%	-1.4%
Cc1ccccc1NS(=O)(=O)c1ccc(C)c(C(N)=O)c1	.	-3.2%
COc1ccc(CCn2c(N3CCOCC3)nc3c2c(=O)[nH]c(=O)n3C)cc1	.	6.1%
CC1CCc2c(sc(NC(=O)C3CC4CCC3C4)c2C(=O)OC(C)C)C1 (centres undefined)	-0.5%	0.9%
C=CCN1C(=O)/C(=C\c2cccc3ccccc23)C(=O)NC1=S	2.1%	0.3%
Oc1c(Br)cc(Cl)cc1C=Nc1cccc2nsnc12	42.7%	14.0%
O=C(COc1ccccc1)N1CCN(C(=O)c2cccc(F)c2)CC1	0.0%&0.7%	-7.9%&0.7%
Cc1cccc(NC(=O)C(=O)NCc2ccccc2Cl)c1	-0.3%	4.8%
CCCN(CCC)C1CC(=O)N(Cc2ccccc2)C1=O (centres undefined)	0.5%	3.2%
COC(=O)c1cc(NC(=O)C2C3C=CC(C3)C2C(=O)O)cc(C(=O)OC)c1 (centres undefined)	.	-0.2%
CC(=O)Oc1cc(N2CCOCC2)c(OC(C)=O)c2c1C(=O)c1ccccc1C2=O	0.2%	2.9%
Cc1[nH]c2ccccc2c1C(O)CN1CCN(c2cccc(C(F)(F)F)c2)CC1 (centres undefined)	1.2%	9.1%
Cc1onc(-c2ccccc2Cl)c1C(=O)NCC#N	-0.2%	0.8%
CNC(=O)c1cccc(N2CCCC2=O)c1	1.2%	.
Cc1onc(-c2ccccc2)c1C(=O)NCc1ccccn1	-4.5%	-3.6%

Complete entries, quoted from the list. Order of values: Rat MKP-3 inhibitors	Hsp70 inhibitors
Results for `Oc1c(Br)cc(Cl)cc1C=Nc1cccc2nsnc12` = 42.7%	14.0%
Results for `CCCN(CCC)C1CC(=O)N(Cc2ccccc2)C1=O` (centres undefined) = 0.5%	3.2%
Results for `CC1(C)CC(=O)C(C=NCCN2CCN(C(=O)CC3CCCC3)CC2)=C(O)C1` = -6.0%&0.0%	7.3%&-1.7%

Additional compounds
SMILES	Rat MKP-3 inhibitors	Hsp70 inhibitors
COc1ccc(CCNS(=O)(=O)c2ccccc2)cc1OC	0.0%	-1.5%
Cn1c(=O)c2c(ncn2CC(=O)NCc2cccnc2)n(C)c1=O	-11.8%	-2.4%
CCCCCCOC(=O)NCC(O)c1ccccc1 (centres undefined)	-1.1%	-0.7%
CCOc1ccc(S(=O)(=O)Nc2ccc(Cl)cn2)c(C)c1C	-1.0%	-0.5%
CCOC(=O)C(C(=O)NCC1CCCO1)C1CCCCC1 (centres undefined)	.	1.6%
O=C1NN(c2ccccc2)C(=O)/C1=C/c1cccc(F)c1	2.7%	1.2%
COc1ccccc1NC(=O)c1ccc(COc2ccccc2OC)o1	-0.8%	-4.7%
O=C(Nc1ccc(Cl)cc1)c1cccc(S(=O)(=O)NCc2ccccc2)c1	1.0%	0.6%
CCOC(=O)C(C#N)C(=O)c1ccc(N2C(=O)c3ccccc3C2=O)cc1 (centres undefined)	-4.5%	0.1%
O=[N+]([O-])c1cccc(S(=O)(=O)NCC2CCCO2)c1 (centres undefined)	3.5%	0.9%
O=C1CN(C(=O)COc2ccccc2)CCN1	0.5%	-2.4%
NC1=NC2(CCCCC2)N=C(Nc2cccc(F)c2)N1	2.6%	-1.7%
CC(=O)NC1(Nc2ccc(C)cc2)C(=O)c2ccccc2C1=O	0.0%	4.0%
Cc1ccc(S(=O)(=O)N2CCN(C(=O)CSc3nnc(C)c(=O)[nH]3)CC2)cc1	-8.9%	-4.2%
O=C(Nc1ccc(N2CCOCC2)cc1)c1ccc2c(c1)OCO2	-4.8%	4.8%
Cc1ccc(OCc2nnc(NC(=O)c3ccccc3)s2)c(C)c1	-1.3%	1.3%
CC(=C1C2C=CC1C1C(=O)NC(=O)C21)c1ccccc1 (centres undefined)	3.5%	4.2%
C=CCN1C(=O)/C(=C/c2ccco2)SC1=S	5.6%	1.4%
COc1cc(NC(=O)Cn2nc(C)c([N+](=O)[O-])c2C)c(OC)cc1Cl	-0.2%	-1.3%
Nc1nonc1NC(=O)CSc1nc2ccccc2s1	-6.7%	-2.2%
COC(=O)Cn1cnc2c(nnn2-c2ccc(C)cc2)c1=O	-11.9%	5.9%
Nc1ccc(C(=O)N2N=C3CCCCC3C2(O)C(F)(F)F)cc1 (centres undefined)	2.4%	3.1%
CC(=O)N1CCC2(CC1)C(C#N)=C(N)Oc1n[nH]c(C(F)(F)F)c12	12.0%	3.7%
O=C(c1ccc2c3c(cccc13)CC2)N1CCOCC1	-9.2%	0.1%
Cc1ccc(CS(=O)(=O)CCC(=O)NCCC(C)C)cc1	.	-2.5%

Next part
SMILES	Rat MKP-3 inhibitors	Hsp70 inhibitors
Cc1ccc(S(=O)(=O)N2CCN(C3CC4CCC3C4)CC2)cc1 (centres undefined)	2.0%	3.1%
CC1(C)CC(=O)C2=C(C1)OC(N)=C(C#N)C2c1ccc(OC(=O)N2CCOCC2)cc1 (centres undefined)	8.0%	-1.7%
CCN(CC)CCN1C(=O)C(=O)/C(=C(/O)c2c(C)[nH]c(C(=O)OC)c2C)C1c1ccccc1 (centres undefined)	-6.6%	5.6%
CC(C)C(=O)N1c2ccccc2C(N(C(=O)C(C)C)c2ccccc2)CC1C (centres undefined)	2.6%	-3.3%
c1cc(-c2nnc(-c3ccco3)o2)cc(-c2nnc(-c3ccco3)o2)c1	-0.2%	0.9%
COc1ccc(C)cc1S(=O)(=O)Nc1cc(Cl)ccc1Cl	.	4.9%
CCCS(=O)(=O)N1CCC(C(=O)NC2CCC(C)CC2)CC1 (centres undefined)	-7.4%	3.3%
Cc1ccc(C)c(COc2ccc3ccc(=O)oc3c2)c1	0.0%	2.1%
N#CC1=C(N)C(C#N)(C#N)C(c2cccnc2)C2CN(C(=O)OCc3ccccc3)CC=C12 (centres undefined)	.	-3.1%
COc1ccccc1C1C(C#N)=C(N)Oc2cc(C)n(Cc3ccccn3)c(=O)c21 (centres undefined)	-5.9%	-3.1%
COc1ccc(OC)c(NC(=O)C(=O)N/N=C/c2ccc(OC)cc2OC)c1	-0.6%	-1.0%
CCCCCCCCn1c(N2CCN(c3cccc(Cl)c3)CC2)nc2c1c(=O)[nH]c(=O)n2C	.	2.4%
C(=N\n1cnnc1)/c1ccc(OCc2ccccc2)cc1	-5.0%	2.5%
CC1=C(C(=O)OCCc2ccccc2)C(c2ccc([N+](=O)[O-])cc2)CC(=O)N1 (centres undefined)	2.6%	-0.8%
O=C(N/N=C/c1ccccc1F)c1ccccc1I	-3.0%	-1.8%
O=c1c2c(-c3ccco3)csc2nc(SCc2cn3cccnc3n2)n1-c1ccccc1	-10.2%	-1.7%
